# TcdB inh: inhibitors of Clostridioides difficile toxin B glycohydrolase; P18177; TcdB glycohydrolase enzymatic assay, plate reader; inhibition, % at 9.99 µM; 350,000 tested, 0.24% active; AID 652162; in the data active means inhibition above about 10%
# Numbers without * were called inactive.
SMILES,TcdB inh
COCC(=O)N(C)C[C@@H]1Oc2ncc(C#Cc3ccc(F)cc3)cc2C(=O)N([C@@H](C)CO)C[C@H]1C,0.9
Cc1cc(C(=O)Nc2cccc3c2O[C@H](CN(C)C(=O)Nc2ccc4c(c2)OCO4)[C@H](C)CN([C@@H](C)CO)C3=O)n(C)n1,-1.0
CO[C@@H]1CN(C)C(=O)c2ccc(NC(=O)C3CC3)cc2OC[C@H](C)N(C(=O)C2CCCCC2)C[C@H]1C,1.7
C[C@H]1CN([C@@H](C)CO)S(=O)(=O)c2ccc(C#CC(C)(C)O)cc2O[C@@H]1CN(C)Cc1ccc(F)cc1,0.1
C=CC[C@]1(C(=O)N2CCOCC2)COC(c2ccc(OCCCO)cc2)=N1,-15.0
CCNC(=O)Nc1ccc2c(c1)C(=O)N(C)[C@@H]1CC[C@@H](CC(=O)NC3CCCCC3)O[C@H]1CO2,-9.9
Cc1ccc(S(=O)(=O)N[C@H]2C=C[C@@H](CC(=O)N3CCN(c4ccccc4)CC3)O[C@H]2CO)cc1,-1.1
CCCNC(=O)N1C[C@@H](O)COC[C@@H]2O[C@@H](CC(=O)N3CCCCC3)CC[C@H]21,-1.1
COc1ccc(NC(=O)N(C)C[C@H]2OCCCC[C@@H](C)Oc3ccc(NC(=O)C4CCCCC4)cc3C(=O)N([C@@H](C)CO)C[C@@H]2C)cc1,0.4
C[C@@H]1CCCCO[C@@H](CN(C)C)[C@@H](C)CN([C@H](C)CO)C(=O)c2cc(NS(=O)(=O)c3ccccc3)ccc2O1,0.1
OC[C@H]1[C@@H](c2ccc(-c3ccc(F)cc3)cc2)[C@H]2CN(Cc3ccncc3)CCCCN21,0.4
Cc1noc(C)c1NC(=O)Nc1ccc2c(c1)C(=O)N([C@H](C)CO)C[C@H](C)[C@H](CN(C)C(=O)CCCN(C)C)OCCCC[C@@H](C)O2,-0.4
CO[C@H]1CN(C)C(=O)c2cc(NS(=O)(=O)CC(F)(F)F)ccc2OC[C@H](C)N(Cc2cccnc2)C[C@H]1C,0.2
C[C@H]1CN([C@@H](C)CO)C(=O)c2cc(NC(=O)CCC(F)(F)F)ccc2O[C@@H]1CN(C)Cc1ccccc1,0.4
C[C@@H]1CCCCO[C@@H](CN(C)Cc2ccc(C(=O)O)cc2)[C@H](C)CN([C@@H](C)CO)C(=O)c2cc(NC(=O)Nc3ccc(C(F)(F)F)cc3)ccc2O1,1.0
O=C(C[C@@H]1C=C[C@@H](NC(=O)CN2CCOCC2)[C@@H](CO)O1)NC1CCC1,-0.4
O=C(C[C@@H]1CC[C@@H]2[C@H](COC[C@H](O)CN2C(=O)c2ccccc2F)O1)N1CCN(c2ccccc2)CC1,-0.4
CN1C(=O)c2cc(NC(=O)Cc3ccccc3)ccc2OC[C@@H]2O[C@@H](CC(=O)NCC3CC3)CC[C@@H]21,-1.4
C[C@@H]1CN([C@H](C)CO)S(=O)(=O)c2ccc(C3=CCCCC3)cc2O[C@@H]1CN(C)Cc1ccccn1,0.3
C[C@@H](NC(=O)C[C@@H]1CC[C@@H](NC(=O)Nc2ccc3c(c2)OCO3)[C@H](CO)O1)c1ccccc1,-1.5
CC(=O)N1CCCCN2[C@H](CO)[C@H](c3ccc(-c4ccc(C)cc4)cc3)[C@H]2C1,0.2
COc1cccc(S(=O)(=O)N[C@H]2CC[C@@H](CC(=O)NC3Cc4ccccc4C3)O[C@@H]2CO)c1,0.6
CO[C@@H]1CN(C)C(=O)c2cc(NC(=O)C3CCCCC3)ccc2OC[C@H](C)N(Cc2cccnc2)C[C@H]1C,-0.7
C[C@@H]1CN([C@@H](C)CO)C(=O)c2cc(NC(=O)NC3CCCCC3)ccc2O[C@@H](C)CCCCO[C@@H]1CN(C)C(=O)c1ccccc1,-0.5
C[C@H](CO)N1C[C@H](C)[C@H](CN(C)C(=O)C2CCCCC2)OCCCC[C@H](C)Oc2ccc(NC(=O)CCC(F)(F)F)cc2C1=O,0.3
O=C(N[C@@H]1CC[C@@H](CCNS(=O)(=O)c2ccc(F)cc2)O[C@H]1CO)C1CCCC1,-0.5
O=C(CN1CCOCC1)N[C@H]1CC[C@@H](CCNC(=O)Nc2cc(F)ccc2F)O[C@H]1CO,0.4
CO[C@H]1CN(C)C(=O)c2cc(NC(=O)Nc3cccc(F)c3)ccc2OC[C@H](C)N(C(C)=O)C[C@H]1C,-1.2
CNC[C@@H]1Oc2ccc(NC(=O)CCC(F)(F)F)cc2C(=O)N([C@H](C)CO)C[C@H]1C,-0.1
C[C@H](NC(=O)C[C@H]1CC[C@@H]2[C@@H](COc3ccc(NS(=O)(=O)c4ccc(Cl)cc4)cc3C(=O)N2C)O1)c1ccccc1,-0.3
COc1ccc2c3c(n(C)c2c1)[C@H](CO)N(C(=O)Cc1ccccc1)CC31CN(C(C)=O)C1,1.8
CN(C)C(=O)C[C@@H]1CC[C@@H]2[C@H](COc3ccc(NC(=O)C4CC4)cc3C(=O)N2C)O1,0.2
CCCc1cn([C@H]2C[C@@H]3O[C@@H](CO)CC[C@@H]3O[C@@H]2CCc2ccc(-c3ccc(OC)cc3)cc2)nn1,-1.0
C/C=C/c1ccc([C@@H]2[C@@H](CN(CC(C)C)C(C)=O)N(C(C)=O)[C@H]2CO)cc1,-3.6
C[C@@H]1CN([C@H](C)CO)C(=O)c2cc(NC(=O)Nc3ccc(C(F)(F)F)cc3)ccc2O[C@H]1CN(C)Cc1ccc(-c2ccccc2)cc1,1.0
CCCC(=O)Nc1ccc2c(c1)OC[C@H](C)N(Cc1ccccc1)C[C@@H](C)[C@H](OC)CN(C)C2=O,0.1
CCNC(=O)C[C@H]1CC[C@H]2[C@H](COc3ccc(NC(=O)Nc4ccccc4Cl)cc3C(=O)N2C)O1,0.6
CCCC#Cc1cnc2c(c1)C(=O)N([C@H](C)CO)C[C@@H](C)[C@H](CN(C)C(=O)Nc1ccccc1F)O2,0.0
O=C(NC1CCCCC1)N[C@H]1CC[C@@H](CC(=O)N2CCOCC2)O[C@@H]1CO,0.3
O=C(CCN1CCCCC1)NCC[C@H]1CC[C@H](NC(=O)C2CCCCC2)[C@@H](CO)O1,-0.7
COc1ccc(S(=O)(=O)N(C)C[C@H]2Oc3ccc(NC(=O)CCN4CCOCC4)cc3CC(=O)N([C@@H](C)CO)C[C@@H]2C)cc1,-0.2
COCC(=O)N(C[C@H]1N[C@H](CO)[C@@H]1c1ccc(-c2cncnc2)cc1)C(C)C,1.1
COc1ccc2c3c([nH]c2c1)[C@H](CO)N(C(=O)NC1CCCC1)CC31CN(S(C)(=O)=O)C1,0.3
O=C(Nc1ccc2c(c1)[C@H]1C[C@@H](CC(=O)N3CCCCC3)O[C@@H](CO)[C@H]1O2)C1CCOCC1,-0.6
O=C(N[C@H]1CC[C@H](CCNS(=O)(=O)c2ccccc2)O[C@H]1CO)c1cccnc1,0.2
CN(C)C(=O)c1ccc(-c2ccc([C@H]3[C@@H](CO)N4C(=O)CN(C(=O)C5CCC5)C[C@@H]34)cc2)cc1,-0.5
O=C(N[C@@H]1CC[C@@H](CC(=O)N2CCc3ccccc3C2)O[C@@H]1CO)C1CC1,-0.1
O=C(C[C@@H]1C=C[C@@H](NS(=O)(=O)c2ccccc2)[C@H](CO)O1)N1CCC(Cc2ccccc2)CC1,-0.2
CO[C@H]1CN(C)C(=O)c2cc(NC(C)=O)ccc2OC[C@@H](C)N(C(=O)CN(C)C)C[C@H]1C,-0.5
CCC(=O)N(C)C[C@H]1Oc2ncc(-c3cccc(OC)c3)cc2C(=O)N([C@@H](C)CO)C[C@@H]1C,0.4
C[C@H](CO)N1C[C@H](C)[C@@H](CN(C)C(=O)CN(C)C)Oc2ncc(C#C[C@@H](C)O)cc2C1=O,1.1
COc1cccc(S(=O)(=O)Nc2ccc3c(c2)OC[C@@H](C)NC[C@@H](C)[C@@H](OC)CN(C)C3=O)c1,1.3
COc1ccc(NC(=O)N2CC3(C2)CN(C(=O)C2CCC2)[C@H](CO)c2c3c3ccc(OC)cc3n2C)cc1,0.2
CC(C)C[C@H]1COCc2cn(nn2)CC[C@@H](Cc2ccccc2)C(=O)N1,-0.5
O=C(CC1CC1)N1[C@H](CO)[C@@H](c2ccccc2)C12CN(Cc1ccncc1)C2,-1.4
COC(=O)C[C@@H]1CC[C@H]2[C@@H](COc3ccc(NC(=O)C4CCOCC4)cc3C(=O)N2C)O1,-0.2
COc1ccccc1-c1cn(CC[C@H]2CC[C@H](NC(=O)C3CCCCC3)[C@@H](CO)O2)nn1,-0.4
C[C@H](O)C#Cc1cnc2c(c1)C(=O)N([C@@H](C)CO)C[C@H](C)[C@@H](CN(C)C(=O)c1ccc(F)cc1)O2,-0.8
COc1ccc(NC(=O)Nc2ccc3c(c2)C(=O)N([C@@H](C)CO)C[C@@H](C)[C@H](CN(C)S(=O)(=O)c2ccc(F)cc2)OCCCC[C@@H](C)O3)cc1,-0.2
COc1ccc(S(=O)(=O)Nc2ccc3c(c2)C(=O)N([C@H](C)CO)C[C@@H](C)[C@@H](CN(C)S(=O)(=O)c2c(C)noc2C)OCCCC[C@H](C)O3)cc1,1.1

# The results go on:
SMILES,TcdB inh
COc1cccc(C(=O)Nc2ccc3c(c2)C(=O)N(C)C[C@@H](OC)[C@H](C)CN(C(=O)C2CC2)[C@H](C)CO3)c1,0.6
O=C(C[C@@H]1CC[C@@H]2[C@H](COC[C@H](O)CN2S(=O)(=O)c2ccccc2F)O1)NCc1ccccc1F,-0.8
C/C=C/c1ccc2c(c1)O[C@@H](CN(C)C(=O)Nc1ccc(C(F)(F)F)cc1)[C@@H](C)CN([C@H](C)CO)S2(=O)=O,1.6
CO[C@H]1CN(C)C(=O)c2ccc(NC(=O)c3cnccn3)cc2OC[C@@H](C)N(C(=O)C2CC2)C[C@@H]1C,1.6
C[C@H]1CN([C@@H](C)CO)S(=O)(=O)c2ccc(C#Cc3ccccc3)cc2O[C@H]1CN(C)C(=O)CN(C)C,1.9
CCCN(C)C[C@@H]1OCCCC[C@H](C)Oc2ccc(NC(=O)CCCN(C)C)cc2C(=O)N([C@H](C)CO)C[C@@H]1C,-1.3
C[C@H](CO)N1C[C@H](C)[C@H](CN(C)Cc2ccc(-c3ccccc3)cc2)Oc2c(NC(=O)Nc3ccccc3)cccc2C1=O,0.7
CO[C@@H]1CN(C)C(=O)c2cc(NS(=O)(=O)c3ccc(Cl)cc3)ccc2OC[C@@H](C)N(C)C[C@H]1C,0.5
C[C@H](CO)N1C[C@H](C)[C@@H](CN(C)S(C)(=O)=O)Oc2ccc(NC(=O)Nc3ccc(F)cc3)cc2C1=O,0.0
Cc1noc(C)c1NC(=O)N[C@@H]1C=C[C@H](CC(=O)Nc2ccccc2)O[C@H]1CO,0.9
N#C[C@@H]1[C@H](c2ccccc2C2=CCCCC2)[C@@H](CO)N1C(=O)c1cccc(F)c1,0.0
Cc1ccc(S(=O)(=O)Nc2ccc3c(c2)C(=O)N([C@H](C)CO)C[C@H](C)[C@@H](CN(C)Cc2ccc(C(=O)O)cc2)OCCCC[C@H](C)O3)cc1,0.7
O=C(C[C@@H]1C[C@H]2c3cc(NC(=O)c4cccnc4)ccc3O[C@H]2[C@@H](CO)O1)NCCc1ccccc1,-0.1
C[C@@H]1CN([C@@H](C)CO)C(=O)c2cc(NS(=O)(=O)c3cn(C)cn3)ccc2O[C@H]1CN(C)Cc1ccc2c(c1)OCO2,-0.2
CCCNC(=O)N(C)C[C@H]1Oc2ncc(-c3ccc(OC)cc3)cc2C(=O)N([C@@H](C)CO)C[C@H]1C,0.6
C[C@@H]1CN([C@@H](C)CO)C(=O)c2cc(C#CC(C)(C)O)cnc2O[C@@H]1CN(C)C(=O)C1CCOCC1,-2.4
Cc1ccc(S(=O)(=O)N[C@H]2CC[C@H](CC(=O)N3CCc4ccccc4C3)O[C@H]2CO)cc1,0.9
COc1ccccc1-c1ccc([C@H]2[C@@H](C#N)N(C(=O)C3CCOCC3)[C@H]2CO)cc1,0.8
CN(C)CC#Cc1ccc([C@H]2[C@@H](CO)N3CCCCN(C(=O)NC4CCCC4)C[C@H]23)cc1,-0.3
C[C@H](CO)N1C[C@H](C)[C@H](CN(C)C)OCc2cnnn2CCCC1=O,0.9
CO[C@@H]1CN(C)C(=O)c2ccc(NC(C)=O)cc2OC[C@H](C)N(C(=O)c2ccncc2)C[C@H]1C,-2.2
CCCC(=O)Nc1ccc2c(c1)OC[C@@H](C)N(Cc1ccccc1)C[C@@H](C)[C@@H](OC)CN(C)C2=O,-0.7
O=C(C[C@H]1C[C@H]2c3cc(NC(=O)C4CCC4)ccc3O[C@H]2[C@@H](CO)O1)NCC(F)(F)F,-1.3
COc1ccc2c3c(n(C)c2c1)[C@@H](CO)N(CC1CC1)CC31CN(C(=O)NC2CCCC2)C1,-0.8

# In a second layout: 4 of the compounds above.
COc1ccc(S(=O)(=O)N(C)C[C@H]2Oc3ccc(NC(=O)CCN4CCOCC4)cc3CC(=O)N([C@@H](C)CO)C[C@@H]2C)cc1
  TcdB inh: -0.2
C[C@@H](NC(=O)C[C@@H]1CC[C@@H](NC(=O)Nc2ccc3c(c2)OCO3)[C@H](CO)O1)c1ccccc1
  TcdB inh: -1.5
CCCC#Cc1cnc2c(c1)C(=O)N([C@H](C)CO)C[C@@H](C)[C@H](CN(C)C(=O)Nc1ccccc1F)O2
  TcdB inh: 0.0
CN1C(=O)c2cc(NC(=O)Cc3ccccc3)ccc2OC[C@@H]2O[C@@H](CC(=O)NCC3CC3)CC[C@@H]21
  TcdB inh: -1.4

# Molecules above with a COOH group, in the order listed:
SMILES,TcdB inh
C[C@@H]1CCCCO[C@@H](CN(C)Cc2ccc(C(=O)O)cc2)[C@H](C)CN([C@@H](C)CO)C(=O)c2cc(NC(=O)Nc3ccc(C(F)(F)F)cc3)ccc2O1,1.0
Cc1ccc(S(=O)(=O)Nc2ccc3c(c2)C(=O)N([C@H](C)CO)C[C@H](C)[C@@H](CN(C)Cc2ccc(C(=O)O)cc2)OCCCC[C@H](C)O3)cc1,0.7

# Source: PubChem BioAssay

# The list is partial; count on the stated rates, not on these rows.
